UTI89 phage lysis: inhibition of K1F phage lysis, E. coli UTI89, bacterial capsule biogenesis inhibitors, alamar blue (AID 488966); E. coli UTI89 K1F phage lysis, alamar blue, 2 h; higher % means a stronger effect; inhibition, % at 100 µM; hits with a dose series show IC50 in µM; 340,000 compounds, 0.02% hits;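 active means phage lysis inhibition, versus mean bacterial control, above a set limit; inconclusive means no clear call, values can overlap the other calls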;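 further: capsule biogenesis inhibitors block K1F phage lysis so surviving cells raise fluorescence; higher fluorescence means more inhibition of phage lysis; actives were called in the ten point dose series up to 300 µM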
West Nile antiviral: inhibition of WNV-induced cytopathic effect – cell-based, CPE readout (AID 1621) | West Nile virus-infected cells, CPE inhibition; higher % means a stronger effect | CPE inhibition, % at 10 µM, or IC50 in µM where a hit was titrated | 290,000 compounds, 0.02% hits; in the data active means a potency from the dose series; inconclusive means CPE inhibition mostly from about 3.7% at the one dose, without a potency; inactive means the rest, 99 in 100 with CPE inhibition below about 2.2%; further: strong numbers were not always called active
ER stress rescue: protection against thapsigargin-triggered cell killing – 384-well, CSM14.1, ATP luminescence, primary screen (AID 1222); CSM14.1 thapsigargin-induced death rescue, ATP luminescence; higher % means a stronger effect; cellular ATP content (survival), % at 20 µM, or EC50 in µM where a hit was titrated; 190,000 tested, under 10 active;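 active means EC50 below 50 µM in the dose-response confirmation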;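 further: death triggered by thapsigargin at about 15 µM added after 2 h compound pretreatment; cell ATP read after overnight thapsigargin exposure of roughly 18 to 22 hours; normalized against plate controls of thapsigargin alone and 5% DMSO vehicle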
Dengue-2 NS5 capping: flavivirus cap methylation enzyme inhibition – biochemical, confirmation dose response, primary screen (AID 588689); inhibition, % at 25 µM, or IC50 in µM where a hit was titrated; 340,000 compounds, 0.3% hits; Dengue-2 NS5 methyltransferase capping enzyme assay, biochemical; higher % means a stronger effect; in the data active means a potency from the dose series; inconclusive means inhibition above about 29% without an active follow-up result
XIAP antagonists: XIAP antagonists, biochemical, IAP family, fluorescence polarization (AID 1018); XIAP BIR domain, fluorescence polarization peptide displacement; higher % means a stronger effect; 200,000 compounds, 0.007% hits; displacement, % at 20 µM; hits with a dose series show IC50 in µM; in the data active means displacement above about 50%; further: a part of the inactive calls stands beside numbers as strong as those of hits
Yfh1-depleted yeast: enhancers of respiration in Yfh1-depleted yeast, dose response, Friedreich's ataxia, plus single-dose screen (AID 1465); S. cerevisiae Yfh1-off respiration, WST-1 reduction, 72 h; higher fold induction means a stronger effect; one-dose fold induction at 50 µM; EC50 in µM for titrated hits; 220,000 compounds, 0.074% hits;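 active means fold induction of absorbance versus untreated yeast above a set limit, then at least 30% activation at any dose in follow-up; inconclusive means repeats straddling the limit, or above it without dose testing; inactive means fold induction below the set limit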;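 further: activators that raise dye reduction in frataxin-depleted yeast; strong numbers were not always called active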
Large T inhibition: TAg ATPase/helicase activity blockers – biochemical (AID 1903) | SV40 large T antigen ATPase/helicase inhibition assay; higher % means a stronger effect | 310,000 compounds, 0.39% hits | inhibition, % at 20 µM, or IC50 in µM where a hit was titrated; in the data active means a potency from the dose series; inconclusive means inhibition mostly from about 32% at the one dose, without a potency; inactive means the rest, 99 in 100 with inhibition below about 32%; further: strong numbers were not always called active
RSV CPE inhibition: RSV antiviral activity via CPE protection, HEp-2 cells, primary 10 µM value included (AID 2391); HEp-2 cells, RSV-induced CPE inhibition; higher % means a stronger effect; CPE inhibition, % at 10 µM, or IC50 in µM where a hit was titrated; 310,000 compounds, 0.13% hits; in the data active means a potency from the dose series; inconclusive means CPE inhibition mostly from about 23% at the one dose, without a potency; inactive means the rest, 99 in 100 with CPE inhibition below about 21%; further: strong numbers were not always called active
WT yeast gro inh: growth inhibition of WT yeast, mitochondrial fusion screen | mitochondrial fusion phenotypic screen, WT strain | inhibition, % at 10 µM | 190,000 compounds, 2.1% hits; in the data active means inhibition above about 58%; tested in S. cerevisiae
WT yeast gro inh mutant strain: further read-out of WT yeast gro inh, marked with its call; inhibition, %; mitochondrial fusion phenotypic screen, mutant strain inhibition
Dengue-2 NS5 capping pilot replicate: second read-out of Dengue-2 NS5 capping, no call of its own (marks repeat the call); inhibition, %; measured here: pilot screen replicate inhibition
An asterisk follows results filed as active; i = inactive; ? = inconclusive; / = not tested or not shown; [ ] = dose if it differs, or a comment. Not a hit list (roughly 2.2% active in at least one column).

SMILES | UTI89 phage lysis | West Nile antiviral | ER stress rescue | Dengue-2 NS5 capping | XIAP antagonists | Yfh1-depleted yeast | Large T inhibition | RSV CPE inhibition | WT yeast gro inh | WT yeast gro inh mutant strain | others
O=C(CCCCn1c(=O)c2ccccc2n(Cc2ccccc2F)c1=O)NC1CCN(Cc2ccccc2)CC1 | 0.6%[50 µM] | -1.8% | -5.0% | -3% | -3.0% | i | 7% | 0.6% | -6 | 11
CN1CCC(N(C)S(=O)(=O)c2ccc(NC(=O)COc3ccc(Br)cc3Cl)cc2)CC1 | 0.8%[50 µM] | / | / | 6% | / | / | 2% | -0.1% | / | /
Cc1ccc2ccc(S(=O)(=O)n3nc(C)cc3C)cc2c1 | 3.5% | 0.2% | -2.6% | -4% | -3.4% | i | 0% | 1.8% | 3 | 2
Cc1cccc(NNC(=O)c2c(F)cccc2Cl)c1 | 0.3% | 1.1% | / | -10% | / | i | 7% | 0.8% | / | /
COc1ccc(NC(=O)Cn2nc(C(=O)O)c3ccccc3c2=O)cc1Cl | -0.1% | 0.4% | / | -13% | / | / | 5% | 1.9% | / | /
O=C(N/N=C/c1ccccc1)C(=O)N/N=C/c1ccccc1 | 0.1% | ? | / | 11% | / | / | 0% | 0.5% | / | /
Cc1ccn2c(C(=O)N/N=C/c3ccc(CNC(=O)C(=O)Nc4ccc(C)c(C)c4)o3)c(C)nc2c1 | / | 0.0% | 7.5% | / | -47% | i | 8% | 9.5% | 7 | 5
Cn1c(SCC(=O)NNC(=O)Cc2ccccc2)nc2ccccc2c1=O | 0.1% | -0.1% | -0.9% | -12% | -3.0% | i | 7% | 2.6% | 6 | -4
Cc1cccn2c(=O)c3cc(C(=O)NCCc4ccccc4)sc3nc12 | 0.2% | 0.0% | / | -11% | / | / | 10% | 1.9% | / | /
CCOC(=O)Cc1csc(NC(=O)c2c(O)c3ccccc3n(CC(C)C)c2=O)n1 | 0.1% | -0.3% | 9.0% | -1% | -8.2% | i | 3% | 2.3% | 11 | 12
O=C(Cn1nc(CNc2ccc(Cl)cc2)[n+]2c1CCCCC2)c1ccccc1 | 2.2%[50 µM] | 0.2% | -2.1% | -10% | -0.9% | i | 11% | 0.1% | -2 | -1
CCCCN(C)Cc1c(C)[nH]c2ccccc2c1=O | -0.2% | 0.0% | -1.1% | -1% | -6.6% | i | 1% | -0.8% | -8 | -1
COc1ccc(-n2c(Cc3cccn3C)nnc2SCC(=O)NCc2ccccc2Cl)cc1 | -3.1% | -0.8% | / | -5% | -5.3% | i | 5% | 0.2% | -14 | -2
O=S(=O)(c1cccs1)N1CCC(CO)(Cc2cccc(F)c2)CC1 | 0.0% | -1.5% | 0.2% | -10% | -7.0% | i | -1% | 2.7% | -12 | 4
CCOc1ccccc1N(C(=O)CNC(=O)c1ccco1)C(C(=O)NC1CCCC1)c1cccnc1 (stereo unspecified) | 0.3% | -0.2% | -1.5% | -4% | -1.2% | i | 7% | 0.5% | 12 | 14
Cc1cccc(S(=O)(=O)NC(Cc2c[nH]c3ccccc23)C(=O)O)c1 (stereo unspecified) | 0.9% | -0.2% | 0.6% | 0% | -3.1% | i | 7% | 0.5% | -3 | 14
CCOC(=O)c1cnc(SC2CC(=O)N(c3cccc(OC)c3)C2=O)nc1N (stereo unspecified) | 2.8% | 0.7% | -1.1% | -7% | -2.3% | i | 5% | 1.7% | -24 | 16
CC(C)Cn1c(-c2ccco2)nc2c(c(=O)c3ccccc3n2C)c1=O | / | -0.5% | 0.0% | / | -4.5% | i | 17% | ? | 9 | 7
CCOC(=O)/C=C/c1cnn(-c2ccccc2)c1 | 2.9% | 0.2% | -2.7% | -6% | -1.4% | i | -1% | 1.9% | 4 | -9
Cc1c(NC(=O)c2ccc(F)cc2)c(=O)n(-c2ccccc2)n1C | -1.2% | 0.1% | -1.0% | -1% | -1.9% | i | 3% | 0.8% | 6 | -6
COc1ccccc1NC(=S)N(CCCN1CCOCC1)Cc1cn(C)c2ccccc12 | 1.6%[50 µM] | -1.6% | -2.7% | 1% | -7.3% | i | 24% | -1.5% | 11 | -6
CCN(CC)S(=O)(=O)c1ccc(NCCCn2ccnc2)c([N+](=O)[O-])c1 | 0.0% | -0.3% | / | 2% | / | / | 12% | -1.1% | / | /
CNc1nc(Oc2ccc(C(=O)OC)cc2)nc(SC)n1 | 2.1% | -0.3% | 3.1% | -1% | -3.3% | i | 20% | 1.0% | -11 | -11
CSc1ccc(NC(=O)Nc2cccn(Cc3ccccc3F)c2=O)cc1 | -1.0% | -1.4% | 4.6% | 2% | -1.0% | i | 3% | ? | 3 | 10
CCCCCOc1ccc(C2C(C(=O)c3ccc(C)o3)=C(O)C(=O)N2c2cc(C)on2)cc1 (stereo unspecified) | 0.5% | -0.4% | / | 32µM* | / | / | 16% | 11% | / | /
O=C(/C(=N\O)n1cncn1)c1ccc(Br)cc1Br | 0.0% | / | -2.5% | -3% | -6.6% | / | -2% | 0.9% | 86* | -4.9*
COc1ccc(Cl)cc1NC(=O)CN(c1ccccc1)S(=O)(=O)N(C)C | -0.3% | -0.1% | 1.0% | -1% | -2.5% | i | 10% | 4.8% | 30 | 10
Cc1ccc(NC(=S)N2CCN(S(C)(=O)=O)CC2)cc1C | 0.1% | -0.6% | / | -9% | / | / | 10% | -0.7% | / | /
CCCCC(=O)Nc1ccccc1C(C)C | / | -0.3% | -0.2% | / | -6.2% | i | 22% | 0.3% | -16 | 10
CC(CC(=O)NC1CCCCC1)S(=O)(=O)c1ccc2c(c1)NC(=O)CO2 (stereo unspecified) | 3.6% | -0.1% | / | -5% | / | / | -13% | 0.1% | / | /
Cc1cc(C(=O)CSc2nnnn2C)c(C)n1-c1ccc2c(c1)OCCO2 | 0.1% | 0.7% | -1.1% | -2% | -9.5% | i | 18% | ? | 17 | 8
COc1ccccc1-c1cc(C(=O)N2CCCCC2)no1 | 0.4% | 0.2% | 1.3% | -2% | -5.4% | i | 6% | 7.7% | -1 | 1
CCCC(=O)N1CCc2cc(OC)c(OC)cc2C1COc1ccccc1OC (stereo unspecified) | 0.2% | -0.7% | / | -5% | / | / | 2% | 21% | / | /
CCCCC(=O)Nc1cnc(NC(=O)c2cccs2)cc1C | -2.1% | -0.9% | / | 3% | / | / | 12% | 1.6% | / | /
NC(=O)C1CCCN(S(=O)(=O)c2ccccc2)C1 (stereo unspecified) | 8.4% | -0.6% | -4.3% | 1% | -0.3% | i | 4% | 0.9% | 5 | -8
COC(=O)c1nn(-c2ccccc2)nc1-c1nn(-c2ccccc2)nc1C(=O)OC | -0.6% | 0.1% | -2.1% | -4% | 0.9% | i | 17% | 6.0% | 13 | 22
COC(=O)C1=CN(c2ccc(F)cc2)C=C(C(=O)OC)C1c1cccc(Br)c1 | -0.1% | 0.1% | / | -2% | / | / | 28% | -0.3% | / | /
Cn1ccc(-c2ccccc2)n1 | 0.4% | -0.4% | / | 7% | -2.9% | i | 7% | 3.1% | -2 | -17
Cc1cc(C)cc(OCc2ccc(C(=O)NC3CCOC3=O)o2)c1 (stereo unspecified) | -0.4% | 0.4% | -2.9% | -10% | -5.6% | i | 4% | 2.3% | 4 | 2
CCCN1CCN(CCCNC(=O)C2CCCN(c3nc4ccc(OCC)cc4s3)C2)CC1 (stereo unspecified) | 2.7% | -0.2% | -2.7% | 1% | -9.1% | i | -1% | -2.3% | -8 | -2
COc1cccc(OC)c1-c1nn(-c2ncc(C(F)(F)F)cc2Cl)c(=O)o1 | 0.9% | -0.1% | / | -10% | / | i | 14% | / | / | /
CN1CCN(/N=C/c2nc(-c3cccc([N+](=O)[O-])c3)n3ccccc23)CC1 | 0.5% | -0.5% | -1.9% | 14% | -9.5% | i | 15% | 2.0% | -15 | 4
Cn1c(N)c(C#N)c2c(c1=S)CSC(C)(C)C2 | 0.1% | -0.3% | -1.4% | 54% | 0.0% | i | -1% | 1.4% | -7 | 2
FC(F)(F)c1cc(-c2ccccc2)nc(N2CCOCC2)n1 | 2.9% | -0.2% | 10% | 3% | -0.4% | i | 1% | 2.1% | 8 | -37
CCOC(=O)Cc1csc(NC(=O)Cc2cccs2)n1 | 0.6% | 0.6% | 0.2% | 9% | -1.4% | i | 6% | 1.6% | -5 | 9 | Dengue-2 NS5 capping pilot replicate=1.5
O=C(CCS(=O)(=O)c1ccccc1)Nc1nc(-c2cccs2)cs1 | 2.1% | ? | -0.7% | 1% | -3.8% | i | 12% | 3.7% | 24 | 1
CSCCC(NS(=O)(=O)c1ccc(Cl)cc1)C(=O)OCC(=O)N(C(C)C)C(C)C (stereo unspecified) | 6.0% | 0.6% | -0.9% | 2% | -6.3% | i | 6% | -0.6% | 4 | -8
O=C(Cn1[nH]c(=O)c2ccccc2c1=O)OCC(=O)c1ccc(Br)cc1 | 0.7%[50 µM] | / | / | -3% | / | / | 16% | -1.4% | / | /

Retrieved by compound from the list above:
SMILES | UTI89 phage lysis | West Nile antiviral | ER stress rescue | Dengue-2 NS5 capping | XIAP antagonists | Yfh1-depleted yeast | Large T inhibition | RSV CPE inhibition | WT yeast gro inh | WT yeast gro inh mutant strain | others
O=C(CCS(=O)(=O)c1ccccc1)Nc1nc(-c2cccs2)cs1 | 2.1% | ? | -0.7% | 1% | -3.8% | i | 12% | 3.7% | 24 | 1
COc1cccc(OC)c1-c1nn(-c2ncc(C(F)(F)F)cc2Cl)c(=O)o1 | 0.9% | -0.1% | / | -10% | / | i | 14% | / | / | /

Later entries
SMILES | UTI89 phage lysis | West Nile antiviral | ER stress rescue | Dengue-2 NS5 capping | XIAP antagonists | Yfh1-depleted yeast | Large T inhibition | RSV CPE inhibition | WT yeast gro inh | WT yeast gro inh mutant strain | others
O=C(Cn1cnc2cc([N+](=O)[O-])ccc2c1=O)NCCc1ccc(Cl)cc1 | -0.3% | -0.5% | 0.0% | 0% | 1.6% | i | 4% | 2.3% | 9 | 7
O=C(Nc1ccc(Cl)cc1C(F)(F)F)C(Sc1nnc(-c2cccs2)o1)c1ccccc1 (stereo unspecified) | 2.2% | -0.1% | -1.6% | 1% | -6.9% | i | 6% | 4.7% | 24 | -2
COCCCN(Cc1ccco1)C(=O)Cn1ncc2c([nH]c3ccccc32)c1=O | 0.3% | 0.4% | / | 1% | / | / | 8% | 0.2% | / | /
O=C(NCCC1=CCCCC1)C1CCCN(c2nc3ccccc3o2)C1 (stereo unspecified) | 0.1% | -0.9% | -0.7% | 0% | -4.4% | i | 10% | 0.4% | 9 | 20
CCc1nc(N2CCN(C(=O)c3ccccc3)CC2)c2c3c(sc2n1)CCCC3 | 0.2% | -1.1% | 1.4% | -6% | 0.9% | i | 8% | ? | 53 | -6
COc1ccccc1OCCSc1nc(N)cc(N)n1 | 5.8% | -0.2% | 0.5% | 4% | -7.8% | i | 2% | 2.7% | -10 | -2

High-throughput results (PubChem)
